Compound activity from PubChem BioAssay.
Fibroblast inh: blocks proliferation of human lung fibroblasts. actives 1.1% (n = 85,000). viability, % at 10 µM. LL 47 human lung fibroblast viability, ATP luminescence; hits give low values;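 active = viability at or below 50% in the single dose screen; inactive = viability above 50%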;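 note: compound exposure lasted 72 h before the ATP readout; 100% = median luminescence of untreated cell-only wells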
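Times – overnight cell rest, 72 h compound treatment at 37 °C · Test system – human lung fibroblast line LL 47, low passage · Amount – 1,150 cells in each well · Controls – cell-only wells, no compound · Doses – 0.1% DMSO in all compound wells · Measured by – CellTiter-Glo luminescence · Buffer or medium – IMEM plus 15% FBS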
E coli WT exp: blocks growth of wild type E. coli BW25113; OD600 absorbance; actives 0.15% (n = 98,000); growth inhibition, % at 100 µM;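 active = growth inhibition above about 50% at one test dose, limit read from the data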;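 note: growth measured after 20 h incubation at 37 °C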
H69AR inhibit: blocks growth of human H69AR lung tumor cells | H69AR lung tumor viability, ATP luminescence, 72 h; hits give low values | viability, % at 10 µM | actives 6% (n = 85,000);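 active = viability at or below 40%; inactive = viability above 40%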;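 note: multidrug resistant small cell line overexpressing MRP-1 efflux transporter; 100% = mean luminescence of untreated control wells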
HUVEC prolif 384: blocks proliferation of human endothelial cells. HUVEC proliferation, CellTiter-Glo luminescence, 72 h; hits give low values. viability, % at 10 µM (by protocol). actives 1.1% (n = 86,000). AID 648;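 active = viability at or below 30%; inactive = viability above 30%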;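 note: 100% = median luminescence of DMSO-only cell control wells on each plate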
DAT uptake mod: changed human dopamine transporter uptake under cocaine IC80; LLC-PK1 hDAT cells, [14C]-dopamine uptake with cocaine IC80; actives deviate in either direction; Q01959; B-score at 10 µM; actives 1.3% (n = 110,000); AID 449768;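 active = Z score or B-score, a plate-position-corrected score, falls beyond the plate's 99.7% confidence bounds, in either direction; inactive = both scores lie inside the 99.7% bounds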;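 note: scored against the spread of the other compound wells on the same plate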
Target sequence (Q01959 whole entry, looked up): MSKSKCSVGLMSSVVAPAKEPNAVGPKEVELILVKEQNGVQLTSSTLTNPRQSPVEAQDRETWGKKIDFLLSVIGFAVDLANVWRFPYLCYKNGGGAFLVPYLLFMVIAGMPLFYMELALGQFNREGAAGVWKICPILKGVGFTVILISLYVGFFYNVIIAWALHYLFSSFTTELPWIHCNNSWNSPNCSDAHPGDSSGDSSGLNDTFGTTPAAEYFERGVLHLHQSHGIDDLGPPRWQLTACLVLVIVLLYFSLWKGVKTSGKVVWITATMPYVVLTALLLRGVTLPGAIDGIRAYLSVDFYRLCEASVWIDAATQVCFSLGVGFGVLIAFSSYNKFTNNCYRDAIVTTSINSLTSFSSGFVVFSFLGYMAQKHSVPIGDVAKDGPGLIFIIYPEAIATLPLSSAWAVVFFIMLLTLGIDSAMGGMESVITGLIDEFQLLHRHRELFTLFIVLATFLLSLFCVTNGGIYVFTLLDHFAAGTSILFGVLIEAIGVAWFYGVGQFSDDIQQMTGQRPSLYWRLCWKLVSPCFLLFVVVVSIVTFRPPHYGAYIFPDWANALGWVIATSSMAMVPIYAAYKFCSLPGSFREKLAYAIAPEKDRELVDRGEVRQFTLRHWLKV
S1P2 agonist: activates the human S1P2 receptor. O95136. actives 0.46% (n = 97,000). AID 729. S1P2-expressing cell line, agonist reporter read-out. activation, % at 4.5 µM; in the data active = activation above about 16%;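 note: 0% = vehicle low control and 100% = maximal reference agonist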
Target sequence (O95136 whole entry, looked up): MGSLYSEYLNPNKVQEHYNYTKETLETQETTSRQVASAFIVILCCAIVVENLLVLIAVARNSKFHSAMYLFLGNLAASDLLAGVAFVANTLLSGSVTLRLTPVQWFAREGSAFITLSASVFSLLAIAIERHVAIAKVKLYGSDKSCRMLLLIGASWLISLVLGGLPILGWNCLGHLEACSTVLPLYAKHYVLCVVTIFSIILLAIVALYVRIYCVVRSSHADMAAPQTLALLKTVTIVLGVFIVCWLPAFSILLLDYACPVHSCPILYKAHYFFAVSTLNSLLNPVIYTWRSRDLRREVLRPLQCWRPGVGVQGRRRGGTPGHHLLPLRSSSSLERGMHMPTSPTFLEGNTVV
S1P2 blocker: blocks the human S1P2 receptor; O95136; cell-based S1P2 antagonist assay, inhibition at 5 uM; inhibition, % at 5 µM; actives 0.21% (n = 97,000); in the data active = inhibition above about 45%;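 note: CRE beta-lactamase reporter cells expressing human S1P2 stimulated with S1P; 0% = agonist at EC80 alone and 100% = agonist plus reference antagonist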
PostGolgi yeast: growth inhibition of a yeast mutant, post-Golgi transport screen; AID 739; actives 0.9% (n = 98,000); post-Golgi transport phenotypic cell assay; inhibition, % at 10 µM;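 note: yeast cells grown in 1536-well plates; yeast grown about 18 h at 30C before absorbance read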
PostGolgi ctrl: yeast control strain growth, post-Golgi counter-screen. inhibition, % at 10 µM. efflux-deficient yeast background strain, growth absorbance A615, 16 h. actives 5% (n = 98,000)
Starred values were filed as active, the others as inactive; · = not tested or not shown. Cut-off read from the data, not from the text of the source, unless noted: active = inhibition above about 30%; inactive = the rest.

no. | structure | Fibroblast inh | E coli WT exp | H69AR inhibit | HUVEC prolif 384 | DAT uptake mod
1 | COc1ccc(-c2cn3c(C)c(C(=O)Nc4cccc(C)n4)sc3n2)cc1 | 100 | -8 | 55 | 84 | 1.3
2 | COc1cc(CNCCc2ccccc2)ccc1OCC(=O)NC(C)(C)C | · | 8 | · | · | -0.1
3 | O=C(O)CCCCCn1c(SCC(=O)N2CCCC2)nc2ccsc2c1=O | 106 | 2 | 101 | 95 | -0.77
4 | NC(=O)CNC(=O)[C@@H]1CC2(CC(c3ccc(Cl)cc3)=NO2)CN1C(=O)c1ccccc1 (some centres not stated) | · | 0 | · | · | -1.2
5 | COc1ccc(C2=NOC(C(=O)Nc3c(C)n(C)n(-c4ccccc4)c3=O)C2)cc1OC (configuration not stated) | 97 | -2 | 107 | 106 | 0.12
6 | CC(=O)Nc1ccc(N/C=C/C(=O)c2ccco2)cc1 | 102 | -10 | 104 | 92 | 0.81
7 | COC(=O)c1ccc(C)c(NS(=O)(=O)c2ccc(OC)cc2)c1 | 56 | 1 | 37* | 46 | -1.8
8 | CC1(CCc2ccccc2)NC(=O)N(Cc2nnc(-c3ccccc3Br)o2)C1=O (configuration not stated) | 92 | 3 | 55 | 96 | 0.025
9 | Cn1c(=O)c2c(nc(CN3CCN(C(=O)c4ccco4)CC3)n2CCCc2ccccc2)n(C)c1=O | 98 | -3 | 72 | 102 | ·
10 | CC(C)(C)NC(=O)NC(=O)CSc1ncc(C(F)(F)F)cc1Cl | · | 3 | · | · | -0.16
11 | Cc1cccc(NCc2nc(SCC(N)=O)n[nH]2)c1 | 98 | 2 | 93 | 106 | -0.018
12 | COC(=O)c1nnc(-c2ccccc2)nc1OC | · | -5 | · | · | -0.83

no. | S1P2 agonist | S1P2 blocker | PostGolgi yeast | PostGolgi ctrl
1 | -2 | -14 | 11 | 8
2 | -4 | 16 | -24 | 9
3 | -3 | -7 | 3 | 12
4 | -11 | 19 | -4 | 16
5 | -4 | -9 | 4 | -1
6 | -4 | 16 | -4 | 3
7 | 0 | -12 | -9 | 12
8 | -1 | 19 | -2 | 19
9 | -5 | 2 | -3 | 32*
10 | -3 | 0 | 3 | 20
11 | 1 | -16 | 9 | 4
12 | -5 | -9 | 0 | -8

Additional compounds
no. | structure | Fibroblast inh | E coli WT exp | H69AR inhibit | HUVEC prolif 384 | DAT uptake mod
13 | CCCn1c(=O)c(C(=O)Nc2ccccc2)c(O)c2ccccc21 | 94 | · | 90 | 112 | -0.098
14 | CCN(CC)C(=O)C1CCCN(Cc2ccc3c(c2)OCO3)C1 (configuration not stated) | 104 | -3 | 89 | 93 | -0.071
15 | CCCN(CCC)C(=O)c1cc(-c2ccc3c(c2)OCO3)nc2ccccc12 | 93 | -7 | 52 | 78 | 0.23
16 | Cc1cc(NC(=O)Cc2cn3ccsc3n2)n(-c2ccccc2)n1 | · | 5 | 43 | 89 | -0.12
17 | CCc1nnc(NC(=O)CCN2C(=O)c3ccccc3S2(=O)=O)s1 | 93 | -4 | 105 | 96 | 0.011
18 | Cc1ccc2nc(-c3cccnc3SCC(=O)N3c4ccccc4CC3C)[nH]c2c1 (configuration not stated) | · | 8 | · | · | 0.076
19 | COc1ccc(C(O)CNc2ccc(C)cc2)cc1 (configuration not stated) | 100 | 9 | 101 | 102 | 2.3
20 | NCCc1nnc(SCc2ccc(F)cc2)o1 | 99 | 9 | 99 | 95 | -0.78
21 | COc1ccc(C2c3c(ccc4ccccc34)Oc3ncn4nc(CO/N=C/c5ccccc5)nc4c32)cc1 (configuration not stated) | 101 | -11 | 91 | 118 | -0.73
22 | COc1ccc(C(=O)C(OC(=O)c2ccc(C)c(NC(C)=O)c2)c2ccccc2)cc1 (configuration not stated) | · | -5 | · | · | 0.27
23 | CN(C)c1nc(N)nc(CSc2nnnn2-c2cccc3ccccc23)n1 | 85 | -7 | 85 | 84 | -1.1
24 | CC1Cc2ccccc2N1C(=O)COC(=O)Cn1cnc2ccccc2c1=O (configuration not stated) | 95 | 3 | 97 | 85 | ·

no. | S1P2 agonist | S1P2 blocker | PostGolgi yeast | PostGolgi ctrl
13 | -3 | -1 | · | ·
14 | 0 | -2 | -7 | -5
15 | 3 | -19 | 9 | 18
16 | -6 | 8 | -1 | 1
17 | -2 | -9 | -5 | 2
18 | -6 | 20 | -2 | 13
19 | -1 | -5 | -1 | -7
20 | -4 | 4 | 5 | -2
21 | -3 | 6 | -1 | 0
22 | -5 | -16 | -3 | 11
23 | -8 | 1 | 16 | 10
24 | -5 | 7 | -5 | -5

An excerpt of these results, with values under each structure:
Below each compound – Fibroblast inh	E coli WT exp	H69AR inhibit	HUVEC prolif 384	DAT uptake mod	S1P2 agonist	S1P2 blocker	PostGolgi yeast	PostGolgi ctrl
[17] CCc1nnc(NC(=O)CCN2C(=O)c3ccccc3S2(=O)=O)s1
→ 93	-4	105	96	0.011	-2	-9	-5	2
[18] Cc1ccc2nc(-c3cccnc3SCC(=O)N3c4ccccc4CC3C)[nH]c2c1 (configuration not stated)
→ ·	8	·	·	0.076	-6	20	-2	13
[19] COc1ccc(C(O)CNc2ccc(C)cc2)cc1 (configuration not stated)
→ 100	9	101	102	2.3	-1	-5	-1	-7

(further entries)
no. | structure | Fibroblast inh | E coli WT exp | H69AR inhibit | HUVEC prolif 384 | DAT uptake mod
25 | CCOc1ccccc1NC(=O)c1ccccc1-c1nc(-c2ccccc2OC)no1 | 100 | -9 | 68 | 74 | 0.33
26 | CN1CCC(N(C)C(=O)COc2ccccc2-c2ccccc2)CC1 | 97 | 7 | 92 | 116 | -0.69
27 | CC(C)(C)N1C(=O)c2ccc(C(=O)NCc3ccco3)cc2C1=O | 105 | 7 | 83 | 89 | -0.63
28 | C/C=C/Cn1c(SCc2ccc(C)cc2)nc2c1c(=O)[nH]c(=O)n2C | 67 | -10 | · | 93 | 0.72
29 | COc1cccc(NC(=O)CSc2nnc(C)s2)c1 | 106 | 6 | 87 | 89 | 0.38
30 | Nc1nnc(SCc2ccc(F)cc2)s1 | 97 | 14 | 102 | 107 | 0.031
31 | Cn1c(=O)c2c(nc(CN3CCN(c4cccc(Cl)c4)CC3)n2CCc2ccccc2)n(C)c1=O | 103 | · | 55 | 80 | -0.052
32 | O=c1ccc(Cl)cn1Cc1ccccc1F | 105 | · | 98 | 103 | -1
33 | CCOC(=O)c1c(NC(=O)c2cc(CC(C)C)on2)sc(C(C)=O)c1C | 101 | -5 | 86 | 112 | -0.0051
34 | CCCSc1nnc2n(C)c(=O)c3c4c(sc3n12)CCC4 | 91 | 1 | 61 | 90 | 0.079
35 | CCn1c(CNC(=O)COc2ccc(C(C)C)cc2)nnc1SCC(=O)Nc1ccccc1F | · | -1 | · | · | -0.14
36 | COC(=O)c1cc(OC)c(OC)cc1NC(=O)c1ccccc1 | 99 | -7 | 39* | 71 | 0.89

no. | S1P2 agonist | S1P2 blocker | PostGolgi yeast | PostGolgi ctrl
25 | -5 | 13 | -12 | 24
26 | -4 | 20 | -12 | -5
27 | -4 | -23 | -9 | 12
28 | -2 | 0 | 2 | 9
29 | -5 | -9 | 2 | 11
30 | 1 | -14 | 1 | 6
31 | 2 | -20 | · | ·
32 | -1 | -11 | · | ·
33 | -1 | 0 | -1 | -7
34 | · | · | 4 | 3
35 | -1 | -6 | 5 | 3
36 | · | · | 0 | 3

The listing continues:
no. | structure | Fibroblast inh | E coli WT exp | H69AR inhibit | HUVEC prolif 384 | DAT uptake mod
37 | Cc1cc(C)c(C)c(S(=O)(=O)Nc2ccc(O)cc2)c1C | 95 | 11 | 91 | 102 | -0.14
38 | Cc1ccc(C(=O)N/C(=C\c2cccs2)C(=O)NCc2ccncc2)cc1 | · | 6 | · | · | -0.3
39 | CCOC(=O)c1c(OCC)[nH]c2c1cc(O)c1ccccc12 | 111 | 17 | 71 | 50 | 1.5
40 | CCOC(=O)c1ccccc1NC(=O)/C(C)=C/C(=O)O | · | -2 | · | · | 0.15
41 | OCCn1c(CSc2nnc(-c3ccco3)n2-c2ccccc2)nc2ccc(Cl)cc21 | 101 | 3 | 74 | 82 | 2.2
42 | Cc1cccc(NC(=O)Cn2cnc3ccccc3c2=O)c1C | 96 | -3 | 97 | 95 | -0.95
43 | CCOc1nc(-c2ccc(OC)cc2)ccc1-c1noc(-c2cc(OC)c(OC)c(OC)c2)n1 | 77 | -4 | 14* | 61 | -1.3
44 | Cc1cc(S(=O)(=O)NCCN(C)C)c(C)s1 | 94 | 13 | 86 | 101 | 0.22
45 | COc1cc(Cl)c(S(=O)(=O)N2CCN(Cc3ccc4c(c3)OCO4)CC2)cc1Cl | 102 | -6 | 98 | 113 | 0.29
46 | NS(=O)(=O)c1cccc(NC(=O)Cn2cnc3ccccc3c2=O)c1 | · | 2 | · | · | -0.027
47 | Cc1ccccc1NC(=O)CC1S/C(=N/c2nccs2)N(C)C1=O (configuration not stated) | 102 | -2 | 100 | 95 | 0.18
48 | O=C(OCC#CCSc1nnc(-c2ccccc2)o1)c1cc2ccccc2o1 | 91 | -26 | 74 | 90 | -1.6

no. | S1P2 agonist | S1P2 blocker | PostGolgi yeast | PostGolgi ctrl
37 | -3 | 13 | -7 | -1
38 | -5 | 16 | 0 | 1
39 | -6 | -18 | 4 | 14
40 | -6 | -20 | 1 | 12
41 | 34* | -23 | -9 | 1
42 | 0 | -22 | -1 | -1
43 | -3 | -12 | 5 | 8
44 | -4 | 5 | 3 | 4
45 | · | · | 39* | 60*
46 | -1 | -23 | 13 | 3
47 | -2 | -20 | 17 | 0
48 | -3 | -1 | -3 | 10

Continuation:
no. | structure | Fibroblast inh | E coli WT exp | H69AR inhibit | HUVEC prolif 384 | DAT uptake mod
49 | CC1CC(C)(C)N(C(=O)CN2C(=O)c3ccccc3C2=O)c2ccccc21 (configuration not stated) | 96 | · | 83 | 101 | 0.42
50 | C=CCNC(=O)c1cccc(Br)c1 | · | 11 | · | · | -0.0054
51 | O=C(CC1CCCCC1)N1CCC(c2nc(-c3ccc(S(=O)(=O)N4CCCC4)cc3)no2)CC1 | · | -21 | · | · | 1.9
52 | O=C(CSc1nnc(-c2ccccc2)c(-c2ccccc2)n1)N1CCc2ccccc21 | · | -7 | · | · | 1.6
53 | N=c1ccn(Cc2ccc(Cl)cc2Cl)cc1 | 83 | 12 | 59 | 46 | -0.44
54 | O=C(COc1ccc(S(=O)(=O)N2CCCC2)cc1Cl)Nc1ccc2c(c1)OCO2 | 76 | 4 | 82 | 61 | 0.0026
55 | Cc1cc(NO)nc(-c2ccc(Br)cc2)n1 | 101 | 5 | 84 | 52 | 0.48
56 | S=C(NCc1cccnc1)Nc1ccc(Cl)cc1 | · | 14 | · | · | ·
57 | CC(C)(Oc1ccc(Cl)cc1)C(=O)NCCCn1ccnc1 | 96 | 1 | 99 | 94 | -0.36
58 | COc1ccc(-c2noc(CN(C(=O)c3cccs3)C(C)C)n2)cc1 | 96 | 2 | 91 | 109 | 1.3

no. | S1P2 agonist | S1P2 blocker | PostGolgi yeast | PostGolgi ctrl
49 | -3 | -6 | · | ·
50 | -4 | 0 | -4 | 15
51 | -2 | -5 | -6 | 15
52 | -1 | 21 | 16 | 17
53 | -1 | -12 | -12 | -1
54 | -2 | 14 | 2 | 20
55 | · | · | 5 | -2
56 | -5 | -9 | 3 | 5
57 | -9 | 8 | 6 | 8
58 | -5 | -1 | -20 | 6

Sorted by count of non-hydrogen atoms (ascending): 3 of the compounds above.
no. | structure | Fibroblast inh | E coli WT exp | H69AR inhibit | HUVEC prolif 384 | DAT uptake mod
56 | S=C(NCc1cccnc1)Nc1ccc(Cl)cc1 | · | 14 | · | · | ·
57 | CC(C)(Oc1ccc(Cl)cc1)C(=O)NCCCn1ccnc1 | 96 | 1 | 99 | 94 | -0.36
58 | COc1ccc(-c2noc(CN(C(=O)c3cccs3)C(C)C)n2)cc1 | 96 | 2 | 91 | 109 | 1.3

no. | S1P2 agonist | S1P2 blocker | PostGolgi yeast | PostGolgi ctrl
56 | -5 | -9 | 3 | 5
57 | -9 | 8 | 6 | 8
58 | -5 | -1 | -20 | 6
